From PubChem BioAssay
GALK inhibitor: inhibitors of human galactokinase; Purified GALK, Kinase-Glo residual ATP luminescence; Potency, µM (top dose mostly 57.5 µM), for inactives: at the top dose activity change, negative = inhibition, most hits filed as inhibitors; hit rate 0.007% among 270,000; also: potency is read from the fitted curve at half-maximal effect; % is scaled to controls: 0 for no effect and ±100 for the full control effect
Target sequence (P51570 whole entry, looked up): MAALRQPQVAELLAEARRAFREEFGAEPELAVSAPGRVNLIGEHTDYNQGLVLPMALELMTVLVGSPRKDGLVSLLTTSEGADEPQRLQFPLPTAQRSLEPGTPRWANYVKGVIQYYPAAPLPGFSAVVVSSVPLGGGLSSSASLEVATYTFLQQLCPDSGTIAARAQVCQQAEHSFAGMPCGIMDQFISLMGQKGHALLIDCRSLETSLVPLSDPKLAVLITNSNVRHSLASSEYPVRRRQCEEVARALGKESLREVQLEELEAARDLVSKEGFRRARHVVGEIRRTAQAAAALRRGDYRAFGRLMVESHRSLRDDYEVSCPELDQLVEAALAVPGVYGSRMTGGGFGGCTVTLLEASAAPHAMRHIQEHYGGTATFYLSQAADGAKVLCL
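Kinase-Glo Plus luminescence measured ATP left after a 1 h room-temperature reaction. The reaction used 5 nM GALK, 100 uM galactose and 35 uM ATP at pH 8.0 (20 mM HEPES, 5 mM MgCl2, 60 mM NaCl, 1 mM DTT, 0.01% BSA).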
AT treatment: potential ataxia-telangiectasia treatments restoring KAP-1 phosphorylation. […] A-T fibroblasts, KAP-1 phosphorylation AlphaLISA; neocarzinostatin DNA damage 30 min before lysis. Potency, µM (series often up to 57.5 µM), for the others: top-dose activation, hits mostly activators. hit rate 0.19% among 320,000; also: potency is read from the fitted curve at half-maximal effect; % of control where 0% means no effect; nearly all actives have a fitted effect of over 45% in size
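hTERT-immortalized A-T patient fibroblasts ([…]), 500 cells/well in OPTI-MEM, 1% FBS, got compounds for 60 min, then NCS for 30 min at 37C. Lysates were then assayed for phospho-KAP-1 by AlphaLISA (anti-pKAP1 donor, anti-KAP1 acceptor beads), 6 hr at 25C.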
Integrin act MD: integrin-mediated muscular dystrophy alleviation activation; alpha7betagal myoblasts, beta-gal FDG fluorescence, 48 h; Potency, µM (highest dose often 38.3 µM), inactives show at the top dose activation, actives largely listed as activators; hit rate 0.064% among 350,000;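 also: potency is read from the fitted curve at half-maximal effect; 100% = response of the positive control SU9516; nearly all actives have a fitted effect of over 60% in size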
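Alpha7betagal+/- myoblasts (passage 13) were plated 16-24 hr, then exposed to compounds (1:260 dilution of DMSO stock) for 48 hours at 37C. After MPER lysis, β-galactosidase reporter activity was read as FDG fluorescence (ex 480/em 540) after 30 minutes.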
S-ASM inh: inhibitors of human secretory acid sphingomyelinase; hit rate 0.006% among 340,000; P17405; placental ASM, HMU-PC fluorogenic substrate, 60 min; Potency, µM (series often up to 57.5 µM), inactives show at the top dose activity change, negative = inhibition, hits mostly inhibitors; also: potency is read from the fitted curve at half-maximal effect
Target sequence (P17405 47-631 limits assumed): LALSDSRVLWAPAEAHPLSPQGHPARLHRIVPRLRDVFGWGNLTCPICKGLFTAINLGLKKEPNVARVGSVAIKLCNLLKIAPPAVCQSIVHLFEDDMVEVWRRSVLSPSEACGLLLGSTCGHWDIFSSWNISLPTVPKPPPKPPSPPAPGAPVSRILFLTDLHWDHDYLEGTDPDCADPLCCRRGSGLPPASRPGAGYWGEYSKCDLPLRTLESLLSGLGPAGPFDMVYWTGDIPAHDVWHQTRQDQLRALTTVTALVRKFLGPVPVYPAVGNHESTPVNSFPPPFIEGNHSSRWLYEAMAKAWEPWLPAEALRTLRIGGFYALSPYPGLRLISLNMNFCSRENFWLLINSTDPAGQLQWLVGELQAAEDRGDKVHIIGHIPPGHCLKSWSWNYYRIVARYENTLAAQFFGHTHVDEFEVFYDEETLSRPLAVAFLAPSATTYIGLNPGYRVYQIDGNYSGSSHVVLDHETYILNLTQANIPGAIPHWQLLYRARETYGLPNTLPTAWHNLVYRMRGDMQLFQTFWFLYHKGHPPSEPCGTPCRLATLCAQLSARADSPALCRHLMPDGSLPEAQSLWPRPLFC
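HMU-PC0 cleavage (9 uM final) by human placental ASM, 60 min at 37 °C following 10 min compound exposure at RT; stopped at pH 10, fluorescence Ex 386/Em 447 nm.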
hERG WT inh: blocks the wildtype human KCNH2 potassium channel; Q12809; U2OS, BacMam KCNH2, thallium flux FluxOr; stronger effect = lower value; activity change, % at 1.84 µM; hit rate 0.37% among 340,000;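 active = maximum activity change below -70%; inconclusive = maximum activity change between -70% and -50%; inactive = maximum activity change above -50%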; also: % is scaled to controls: 0 for no effect and ±100 for the full control effect
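U2OS cells transduced with wild-type KCNH2 virus are loaded with FluxOr dye for 45 min, and thallium flux is measured in kinetic reads before and after stimulation buffer. Rate constants are normalized to DMSO controls.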
TRPV1 agonist: activates the human vanilloid receptor TRPV1. Q8NER1. activation, % at 8.33 µM. hit rate 0.19% among 320,000. TRPV1-expressing cells, Fluo-8 calcium influx, agonist mode; in the data active = activation above about 80%; inconclusive = between about 30% and that limit; also: 0% is about no effect
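Fluo-8 calcium influx in TRPV1-expressing cells, kinetic read (ex 480/em 520 nm). Compound added and read 3 min for agonist activity, followed by capsaicin at EC20 final and 2 min further read for enhancement.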
FBPA coupling cs: counter-screen for Giardia aldolase inhibitors: coupling enzyme system. coupling enzyme system counterscreen, AmpLite Red fluorescence. activity change, negative = inhibition, % at 58.2 µM, hits read low. hit rate 0.67% among 290,000. AID 2472; in the data active = activity change below about -30%; also: % is scaled to controls: 0 for no effect and ±100 for the full control effect
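Final compound at 57.5 uM, incubated 10 min at RT with coupling enzyme reagent (glyceraldehyde-3-phosphate), then 20 min with substrate and AmpLite Red detection. Fluorescence read at 525/598 nm; tests interference with the coupling assay, not aldolase inhibition.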
CXXC DNA block: blocks binding of human MLL CXXC domain to DNA; Potency, µM (top dose mostly 115 µM), without a hit: at the highest dose activity change, negative = inhibition, usual class: inhibitors; Q03164; hit rate 0.037% among 290,000; AID 2662; MLL-CXXC / FITC-HOXA9 DNA fluorescence polarization; active = well fitted inhibition curve with a large enough effect in the polarisation, with a control signal flat, not every such curve was filed as active; inconclusive = small, poorly fitted or top-dose-only effect, or effect the other way, or a change in a side signal; inactive = no such curve, though single readings can be large or run the other way; the % refers to the polarisation; also: potency is read from the fitted curve at half-maximal effect
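Fluorescence polarization: 7 uM MLL-CXXC (stock) preincubated 5 min with compounds, then 50 nM fluorescein-HOX-A9 DNA (stock) added; 30 min ambient. Buffer 50 mM Tris-HCl pH 7.5, 50 mM NaCl, 1 mM DTT, 0.05% BSA.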
KCNH2 3.1 inh: blocks the human KCNH2 3.1 channel isoform | U2OS KCNH2 3.1, thallium flux FluxOr; stronger effect = lower value | hit rate 0.95% among 340,000 | activity change, % (tested at about 1.8 µM);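 active = maximum activity change below -70%; inconclusive = maximum activity change from -70% to -50%; inactive = maximum activity change above -50%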;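 also: thallium influx rate constant from kinetic fluorescence after stimulation buffer; % is scaled to controls: 0 for no effect and ±100 for the full control effect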
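Normalized rate constant (relative to positive and negative DMSO controls) derived from a 2 min kinetic fluorescence read after stimulation; U2OS cells expressing the 3.1 isoform via virus at 1.77 x 10^8 /mL.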
MBNL1 CUG block: inhibitors of human MBNL1 binding to CUG repeat RNA | Q9NR56 | TR-FRET MBNL1-His/biotin-(CUG)12 binding, 665/545 ratio | Potency, µM (series often up to 57.5 µM), without a hit: top-dose activity change, negative = inhibition, hits mostly inhibitors | hit rate 0.036% among 280,000 | AID 2675; active = well fitted inhibition curve with a large enough effect in the signal ratio, with a control signal flat, not every such curve was filed as active; inconclusive = small, poorly fitted or top-dose-only effect, or effect the other way, or a change in a side signal; inactive = no such curve, though single readings can be large or run the other way; the % refers to the signal ratio; also: potency is read from the fitted curve at half-maximal effect; % is scaled to controls: 0 for no effect and ±100 for the full control effect
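Compounds (final 92 nM to 58 uM) are added to His-tagged MBNL1 and biotin-(CUG)12, then terbium anti-His antibody and streptavidin-XL665 (5 nM final). After 60 min at room temperature, the 665/545 nm ratio is read.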
The depositor's hits bear a star; i = inactive; ? = inconclusive; . = not tested or not shown; [ ] = remark or other dose. Unless noted, calls follow the shape of the dose curve; as a rule, active = well fitted curve in the direction sought with a large enough effect; inconclusive = small, poorly fitted or top-dose-only effect, or another doubt; inactive = no such curve, though single readings can be large; an effect the other way counts as inactive or inconclusive.

SMILES	GALK inhibitor	AT treatment	Integrin act MD	S-ASM inh	hERG WT inh	TRPV1 agonist	FBPA coupling cs	CXXC DNA block	KCNH2 3.1 inh	MBNL1 CUG block
CC(C)c1ccc(NS(=O)(=O)c2ccc3[nH]cc(C(=O)N4CCC(C(N)=O)CC4)c(=O)c3c2)cc1	-2%	-5%	-13%	-2%	1	1	10	13%	0	1%
COc1cc(-c2nc(C)c(C(C)=O)n2O)ccc1OCC(=O)Nc1ccc(F)cc1	0%	2%	-7%	-1%	-4	3	3	-1%	3	-3%
CCN1CCN(C(c2ccc(F)cc2)c2nnnn2Cc2ccc3c(c2)OCO3)CC1 (configuration not stated)	1%	3%	24%	0%	36	-1	1	-12%	-1	-7%
COc1ccc(Cl)cc1NS(=O)(=O)c1ccc(S(=O)(=O)N2CCCC2)cc1	1%	15%	11%	-2%	30	20	0	-8%	5	5%
CC(NC(=O)c1ccc(Br)cc1)C(=O)NC1=NCCS1 (configuration not stated)	8%	8%	?	2%	i	-6	4	-4%	-5	-14%
Cc1ccc(CN2CCSc3sccc3C2=O)cc1	1%	1%	16%	3%	-15	19	-7	-3%	-4	15%
COCCCNC(=O)c1c(N)n(/N=C/c2cccs2)c2nc3ccccc3nc12	-1%	5%	22%	i	-5	1	-1	-4%	-1	-8%
CCOC(=O)c1nc(N)c(C(=O)OCC)[nH]1	0%	-4%	12%	5%	-4	-1	0	2%	3	0%
COc1ccc(C(c2c(C)n(C)n(-c3ccccc3)c2=O)c2c(C)n(C)n(-c3ccccc3)c2=O)c(OC)c1OC	2%	1%	6%	-1%	3	-2	-3	-2%	3	2%
CCCOC(=O)C(C)n1cnc2scc(-c3ccc(C)cc3)c2c1=O (configuration not stated)	-7%	-3%	0%	-6%	25	-13	1	-7%	-10	4%
Cc1ccc(NC(=S)Nc2ccc3nc(-c4ccccn4)c(-c4ccccn4)nc3c2)cc1C	-1%	-3%	-23%	9%	-3	-1	-53*	-10%	-2	?
CCc1n[nH]c(=O)c2cc3cc(OC)ccc3n12	1%	-9%	5%	0%	-8	1	2	4%	-1	7%
Cc1nc2sc(C(c3ccco3)N3CCc4ccccc4C3)c(O)n2n1 (configuration not stated)	.	.	6%	-1%	12	.	.	.	9	.
CCCNC(=S)N1CCC(NC(=O)c2ccc(OC)cc2)CC1	-6%	-3%	?	-1%	-5	0	5	-1%	19	-5%
CCOC(=O)c1ccc(-n2c(=S)sc3c(=O)[nH]c(C)nc32)cc1	1%	-3%	-47%[inhibitor]	-3%	4	0	5	-1%	-11	8%
Cc1ccc(S(=O)(=O)NCC(=O)OCC(=O)NC(=O)c2cccn2C)cc1	0%	-3%	-10%	1%	-2	-1	1	2%	-2	-1%
O=C(O)C1CSCN1S(=O)(=O)c1cccc2nsnc12 (configuration not stated)	2%	2%	2%[7.66 µM]	6%	4	-2	-3	2%	2	?
O=C(CSc1ccccc1F)NCC(c1cccs1)N1CCOCC1 (configuration not stated)	.	0%	18%	-2%	0	.	.	.	-2	.
N#Cc1cc2c(nc1SCC(O)CS(=O)(=O)Cc1ccc(Cl)cc1)CCCC2 (configuration not stated)	-3%	.	-41%[inhibitor]	-17%	2	1	6	1%	-21	4%
Cn1c(SCC(=O)O)nnc1-c1ccc(NC(=O)c2ccc(Cl)c(Cl)c2)cc1	-9%	0%	34%	16%	-127*	18	0	-4%	-16	.
Cc1ccc(S(=O)(=O)N(C)Cc2ccccc2)cc1C(=O)N1CCCCC1	6%	-7%	14%	6%	9	?	.	-9%	-10	5%
Cc1ccccc1NC(=O)CSCCO	5%	-3%	-15%	4%	5	-1	2	-3%	3	-1%
CCOC(=O)C(Cc1ccccc1)C(=O)Nc1ccccc1C (configuration not stated)	-4%	-1%	2%	2%	0	3	0	0%	3	3%
CC(=O)Oc1oc(-c2ccccc2)nc1/C=N/c1ccccn1	-4%	3%	-10%	4%	-11	-5	-1	-8%	-8	?
COCCn1nnnc1C(CC(C)C)N1CCN(c2ccccc2)CC1 (configuration not stated)	1%	.	19%	3%	-32	2	3	-11%	-6	-3%

Continued; it opens with the two that closed the last part.
SMILES	GALK inhibitor	AT treatment	Integrin act MD	S-ASM inh	hERG WT inh	TRPV1 agonist	FBPA coupling cs	CXXC DNA block	KCNH2 3.1 inh	MBNL1 CUG block
CC(=O)Oc1oc(-c2ccccc2)nc1/C=N/c1ccccn1	-4%	3%	-10%	4%	-11	-5	-1	-8%	-8	?
COCCn1nnnc1C(CC(C)C)N1CCN(c2ccccc2)CC1 (configuration not stated)	1%	.	19%	3%	-32	2	3	-11%	-6	-3%
CCCOc1ccc(-c2c(C(=O)N/N=C(\C)c3cccs3)nnn2-c2nonc2N)cc1	4%	-12%	20%	0%	-7	5	.	0%	28	-6%
CC1(C)CC(=O)C2=C(C1)OC1=C(C2)C(=O)CC(C)(C)C1	1%	1%	-5%	3%	0	-1	2	9%	4	.
Nc1nc(C2CCCCC2)cs1	3%	.	-1%	0%	-7	4	5	1%	6	-10%
Cc1ccc(CNC(=O)C2C3C=CC(C3)C2C(=O)O)cc1 (configuration not stated)	0%	-2%	-2%	-1%	-4	-1	3	-1%	?	-1%
O=C(COc1ccccc1Cl)Nc1ccc(S(=O)(=O)Nc2ccccn2)cc1	-2%	-1%	21%	-21%	3	1	4	-7%	7	34%[activator]
COc1ccc(-c2nnc(Nc3ccc(CC(N)=O)cc3)c3ccccc23)cc1	-3%	9%	-20%	3%	2	28	0	-6%	-6	46%[activator]
O=C(Nc1ccc(-c2csnn2)cc1)C(Cl)(Cl)Cl	.	-1%	?	2%	-2	9	-1	10%	1	3%
CC(C)Oc1cccc(OCCN2C(=O)c3ccccc3C2=O)c1	-2%	7%	-59%[inhibitor]	-4%	8	?	1	-2%	-6	0%
COc1ccc(-n2c(C(C)(C)C)csc2=Nc2c(C)n(C)n(-c3ccccc3)c2=O)cc1	2%	-16%	5%	6%	-9	6	0	-5%	-4	?
N/C(=N\OC(=O)COc1ccc(Br)cc1)c1ccncc1	0%	5%	13%	.	1	12	0	-3%	15	.
O=C(Nc1ccc(S(=O)(=O)N2CCc3ccccc32)cc1)c1ccco1	0%	-9%	-36%	-13%	-23	-2	1	-9%	-2	-17%
Cc1ccc(NC(=O)CN2C(=O)S/C(=C\c3ccc(OCC(=O)O)c(Br)c3)C2=O)cc1	-3%	2%	?	-20%	-4	3	7	?	-5	5%
COc1ccc(/C=C2\CCC(C3CCCC3)C2=O)cc1Cn1cccn1 (configuration not stated)	-3%	18%	-28%	?	-15	14	-5	-3%	-16	9%
CC1Sc2ccc(S(=O)(=O)NCCc3ccc(S(N)(=O)=O)cc3)cc2NC1=O (configuration not stated)	-5%	8%	21%	8%	1	-1	.	5%	16	-2%
O=C(Cc1cccc(F)c1F)NC1CCCN(Cc2ccc(Cl)cc2)C1 (configuration not stated)	-2%	3%	-3%	-1%	6	?	3	-7%	-36	-1%
CCOC(=O)C1=C(CC)Nc2ccccc2N/C1=N\S(=O)(=O)c1cc(Br)ccc1Br	0%	1%	0%	-1%	0	-3	13	-6%	6	-13%
COc1ccccc1N1CCN(C/C=C/c2ccc(N(C)C)cc2)CC1	-4%	-11%	.	.	.	-6	-2	-6%	.	-1%
Cc1cc(Br)ccc1OCc1nc(-c2cccnc2)no1	1%	12%	23%	-2%	-1	0	1	5%	2	0%
COC(=O)c1ccc(/C=N/NC(=O)C(=O)N2CCCCCC2)cc1	-4%	-2%	8%	35%	1	3	.	4%	3	?
c1csc(CSc2nnc3sc4ccccc4n23)c1	-1%	.	?	1%	7	5	-12	-6%	-9	?
CCCCN=C1CC(C)(C)CC(=O)/C1=C(/O)CCC	2%	1%	-18%	1%	4	?	-3	-2%	-2	-6%
CCOC(=O)c1ccc(NC(=O)CCc2ccc(CC)o2)cc1	-2%	0%	0%[7.66 µM]	0%	-21	?	0	0%	-2	-1%
O=S(=O)(NC1CCCC1)c1ccc(S(=O)(=O)N(Cc2cccs2)CC2CCCO2)cc1 (configuration not stated)	1%	3%	8%	-1%	-8	7	1	-5%	-6	-3%
O=C(COc1cccc2c1CCNC2=O)Nc1cccc(C(F)(F)F)c1	.	-1%	-41%[inhibitor]	-2%	-3	0	.	.	4	.
CN(C(=O)CSc1nc2ccc(Cl)cc2[nH]1)C1CCS(=O)(=O)C1 (configuration not stated)	.	1%	-28%	-1%	4	.	.	.	6	.
CCC1=Nc2cc(C(=O)NCCCN3CCOCC3)ccc2Sc2ccc(Br)cc21	-2%	-4%	-2%	-4%	13	8	-4	24%	10	-6%
COc1ccc([C@H]2CC(=O)C=C(c3ccccc3-c3ccccc3)C2)cc1	.	20%	0%	-16%	-10	?	.	.	-26	.
Cn1c(CCC(=O)OCC(=O)NCc2ccccc2Cl)nc(=O)c2ccccc21	-1%	12%	6%	1%	10	-4	-22	-2%	2	0%
